High-throughput results as filed in PubChem BioAssay.
CYP2C9 activ: human CYP2C9 activators, primary screen, biochemical, luminescence | Cytochrome P450 2C9 (Homo sapiens), P11712 | recombinant CYP2C9, luciferin-H conversion; hits give high values; factor 1 = untreated enzyme, 0 = blocked | activation factor at 5 µM | 96,000 tested, 1.4% active;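 active means activation factor of 2 or more for CYP2C9 at a 5 µM dose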;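 further: 0 = sulfaphenazole-blocked wells and 1 = vehicle-only wells; values of inactives mirror those of a sister screen read the other way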
Target sequence (P11712 whole entry, looked up): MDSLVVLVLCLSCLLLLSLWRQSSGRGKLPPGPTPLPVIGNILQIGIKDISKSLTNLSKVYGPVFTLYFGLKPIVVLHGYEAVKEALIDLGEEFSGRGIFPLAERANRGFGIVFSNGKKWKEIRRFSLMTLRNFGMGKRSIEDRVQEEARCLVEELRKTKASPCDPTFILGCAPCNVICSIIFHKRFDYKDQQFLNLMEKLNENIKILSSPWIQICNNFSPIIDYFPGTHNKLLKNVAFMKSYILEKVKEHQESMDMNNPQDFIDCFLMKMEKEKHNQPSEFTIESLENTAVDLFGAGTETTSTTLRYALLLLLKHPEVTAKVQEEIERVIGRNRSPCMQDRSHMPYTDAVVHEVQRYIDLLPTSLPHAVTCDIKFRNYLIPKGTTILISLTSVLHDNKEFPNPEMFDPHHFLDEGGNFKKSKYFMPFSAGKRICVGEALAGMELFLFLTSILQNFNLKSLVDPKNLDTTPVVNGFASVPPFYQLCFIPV
CYP2C19 inhib: blockers of cytochrome P450 2C19 activity – biochemical, luminescence, ADME assay, primary screen. 96,000 tested, 21% active. CYP2C19 Supersomes, luciferin-H EGE luminescence, 30 min. P33261. inhibition, % at 5 µM. AID 778, 2007;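 active means CYP2C19 inhibition above a set limit at 5 µM in the primary screen, cut at about 50% in these data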;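 further: plate controls were negative control wells for no effect and 2.5 mM tranylcypromine positive control for full effect; values of inactives mirror those of a sister screen read the other way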
Target sequence (P33261 whole entry, looked up): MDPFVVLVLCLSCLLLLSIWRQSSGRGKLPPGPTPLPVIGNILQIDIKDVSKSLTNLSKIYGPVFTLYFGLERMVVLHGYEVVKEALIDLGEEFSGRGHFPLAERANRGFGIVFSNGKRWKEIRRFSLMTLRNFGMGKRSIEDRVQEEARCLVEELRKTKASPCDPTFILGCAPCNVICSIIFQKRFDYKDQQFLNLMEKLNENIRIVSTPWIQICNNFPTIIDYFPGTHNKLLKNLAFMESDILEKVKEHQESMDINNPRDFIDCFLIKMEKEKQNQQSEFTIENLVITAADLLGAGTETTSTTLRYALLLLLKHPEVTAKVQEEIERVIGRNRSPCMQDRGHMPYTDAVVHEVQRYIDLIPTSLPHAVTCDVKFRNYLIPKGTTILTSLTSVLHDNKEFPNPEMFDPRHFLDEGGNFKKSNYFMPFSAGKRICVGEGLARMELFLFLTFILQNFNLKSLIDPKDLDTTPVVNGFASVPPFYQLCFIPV
hDAT+cocaine: changed hDAT dopamine uptake under cocaine IC80, either direction, primary screen, cocaine antagonist project, cell-based, LLC-PK1 hDAT, [14C]-dopamine uptake, MLSMR; 110,000 tested, 1.3% active; B-score at 10 µM; LLC-PK1 hDAT cells, [14C]-dopamine uptake with cocaine IC80; actives deviate in either direction; AID 449768, 2010; Sodium-dependent dopamine transporter (Homo sapiens), Q01959;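 active means Z score or B-score, a plate-position-corrected score, falls beyond the plate's 99.7% confidence bounds, in either direction; inactive means both scores lie inside the 99.7% bounds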;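 further: scored against the spread of the other compound wells on the same plate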
CYP2C19 activ: human CYP2C19 activators, primary screen, biochemical, luminescence; Cytochrome P450 2C19 (Homo sapiens), P33261; recombinant CYP2C19, luciferin-H EGE luminescence; hits give high values; 0 = fully inhibited enzyme, 1 = untreated enzyme; activation factor at 5 µM; 96,000 tested, under 10 active;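 active means activation factor of at least 2 at 5 µM in the primary screen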;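 further: 0 = wells with 2.5 mM tranylcypromine and 1 = vehicle-only wells; values of inactives mirror those of a sister screen read the other way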
TNFa cytotox: cytotoxicity in TNFa-stimulated HUVEC, primary screen, cytotoxicity control for VCAM1 expression modulator project, imaging, Hoechst nuclei count. HUVEC TNFalpha-stimulated, Hoechst cell count. cell count reduction, % at 2 µM. 93,000 tested, 0.17% active. AID 848, 2007;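 active means cell count reduction exceeding the screen mean by over 5 SD, scaled to untreated wells per plate, cut at about 78% in these data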;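 further: cells counted after 24 h of TNF alpha exposure following the 1 h pretreatment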
CYP2C9 inh: blockers of cytochrome P450 2C9 activity – biochemical, luminescence, ADME assay, primary screen; inhibition, % at 5 µM; CYP2C9 Supersomes, luciferin-H conversion; AID 777, 2007; 96,000 tested, 20% active;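 active means blocking of liver enzyme CYP2C9 beyond about 50% at 5 µM, limit read from the data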; further: values of inactives mirror those of a sister screen read the other way
Calb biofilm kill: clotrimazole potentiators killing Candida biofilms, primary screen, with clotrimazole, Alamar Blue; C. albicans biofilm + clotrimazole; inhibition, % at 6 µM; 85,000 tested, 0.14% active;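 active means inhibition above 20%; inactive means inhibition below 20%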;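 further: preformed 24 hr biofilms exposed to compound for 48 hr; 0% = biofilm without compound and 100% = blank killed by clotrimazole plus chlorhexidine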
IL1B cytotox: cytotoxicity in IL-1B stimulated HUVEC, primary screen, cytotoxicity control for IL-1B NFkB translocation project, imaging, Hoechst nuclear count, IL-1B stimulus; 94,000 tested, 0.41% active; cell count reduction, % at 2 µM; HUVEC cell count loss;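 active means cell count reduction more than 3 SD above the screen-wide mean, cut at about 70% in these data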;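 further: normalized per plate to untreated control cells as the no-loss baseline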
VCAM1 TNFa inh: inhibitors of TNFa-induced VCAM1 expression, primary screen, imaging, HUVEC, TNFa stimulus, immunofluorescence | HUVEC TNFa-induced VCAM-1 immunofluorescence, high-content imaging | inhibition, % at 2 µM | 95,000 tested, 0.48% active;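 active means inhibition above the batch mean plus 3 SD, with images confirmed as a hit by eye, cut at about 37% in these data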;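 further: 0% = TNF-stimulated DMSO wells and 100% = unstimulated control wells; not every result past the cut was called active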
* = called active by the depositor; / = no result given. Outcome played no part in choosing rows (roughly 29% active in at least one column).

SMILES	CYP2C9 activ	CYP2C19 inhib	hDAT+cocaine	CYP2C19 activ	TNFa cytotox	CYP2C9 inh	Calb biofilm kill	IL1B cytotox	VCAM1 TNFa inh
CCOP(=O)(OCC)c1nc(-c2ccc(C)cc2)oc1N1CCOCC1	/	/	-0.38	/	4	/	/	9	-14
C=CCN1C(=O)C(Cc2ccc(C)cc2)S/C1=N/N=C/c1ccco1 (stereo unspecified)	0.7	5	0.21	1	-12	25	/	-29	5
O=C(Nc1ccc2snnc2c1)N1CCSCC1	0.9	48	1.4	0.5	-9	14	5	-16	12
Oc1ccc(-c2[nH]ncc2-c2cccc3cccnc23)c(O)c1	0.5	54*	-0.27	0.5	-17	53*	9	27	1
O=C(Nc1nnc(C2CC2)s1)C1Cc2ccccc2CN1S(=O)(=O)c1cccs1 (stereo unspecified)	0.3	100*	1.4	0	1	67*	8	17	-5
O=C(Nc1ccc(Cl)cc1)C1=Cc2ccccc2OC1	0.9	29	-0.82	0.7	-9	10	4	7	11
CN(C)c1nc(SCc2ccccc2Cl)nc2c1CCCC2	0.8	80*	0.69	0.2	-7	21	/	8	0
COc1nc(-c2ccccc2)cc(-c2ccc(OC)c(OC)c2)n1	0.2	76*	0.036	0.2	-10	80*	/	-59	-18
Cc1ccc(SCC(=O)O/N=C(\N)c2ccc([N+](=O)[O-])cc2)cc1	1	7	-0.65	0.9	-41	-2	/	-13	-20
O=S(=O)(c1ccccc1)N(CC(O)Cn1c2ccccc2c2ccccc21)c1ccccc1 (stereo unspecified)	0.2	50	0.22	0.5	8	79*	/	-32	34
O=C1CSC(=S)N1c1cccnc1	1.2	-21	-0.18	1.2	/	-18	/	/	/
COCCn1nnnc1C(C(C)C)N1CCOCC1 (stereo unspecified)	1	-8	-0.097	1.1	-5	1	11	1	7
CCn1c(SCC(=O)c2cc(C)n(CC3CCCO3)c2C)nc2ccccc21 (stereo unspecified)	1	76*	-1.2	0.2	-23	2	8	-4	12
O=C(O)CC1C(=O)NCCN1CCCc1ccccc1 (stereo unspecified)	1.1	-1	-0.85	1	-20	-6	-1	-14	10
CCCCN(CCCC)S(=O)(=O)c1ccc(NC(=O)c2cccs2)cc1	0.1	60*	0.97	0.4	2	91*	1	-7	2

Structures listed so far printed as active in CYP2C9 inh:
Compound	CYP2C9 activ	CYP2C19 inhib	hDAT+cocaine	CYP2C19 activ	CYP2C9 inh	VCAM1 TNFa inh
Oc1ccc(-c2[nH]ncc2-c2cccc3cccnc23)c(O)c1	0.5	54*	-0.27	0.5	53*	1
O=C(Nc1nnc(C2CC2)s1)C1Cc2ccccc2CN1S(=O)(=O)c1cccs1 (stereo unspecified)	0.3	100*	1.4	0	67*	-5
COc1nc(-c2ccccc2)cc(-c2ccc(OC)c(OC)c2)n1	0.2	76*	0.036	0.2	80*	-18
O=S(=O)(c1ccccc1)N(CC(O)Cn1c2ccccc2c2ccccc21)c1ccccc1 (stereo unspecified)	0.2	50	0.22	0.5	79*	34
CCCCN(CCCC)S(=O)(=O)c1ccc(NC(=O)c2cccs2)cc1	0.1	60*	0.97	0.4	91*	2

Additional results follow:
SMILES	CYP2C9 activ	CYP2C19 inhib	hDAT+cocaine	CYP2C19 activ	TNFa cytotox	CYP2C9 inh	Calb biofilm kill	IL1B cytotox	VCAM1 TNFa inh
COC(=O)c1cc(Cl)c(NC(=O)/C=C/c2ccc(OC)c(OC)c2)cc1OC	0.9	11	0.045	0.9	10	15	/	-26	-10
O=C(NCC1CCCO1)c1ccccn1 (stereo unspecified)	/	/	-0.029	/	-16	/	4	-1	9
Cc1ccc(S(=O)(=O)N2CCC(C(=O)N3CCN(Cc4ccccc4)CC3)CC2)cc1	1.7	8	-0.77	0.9	/	-70	13	/	/
CCC(C)[C@@H](NC(=O)OC(C)(C)C)c1nnc(S(=O)(=O)Cc2cccc(C)c2)o1 (stereo partly specified)	0.8	22	-1	0.8	-9	17	5	-24	42*
COc1ccccc1OCC(=O)NCCNC(=O)COc1ccccc1OC	1.1	8	-0.42	0.9	-30	-15	1	-1	6
Cc1c(C(=O)NC2CCCc3ccccc32)oc2ccccc12 (stereo unspecified)	0.5	21	-0.49	0.8	-16	46	/	-6	2
Cc1nc(CC(=O)c2c(C)cc(O)cc2O)cs1	0.6	35	-0.82	0.7	-29	42	5	1	2
CCN(CC)S(=O)(=O)c1cc(C(=O)OCC(=O)c2ccc3c(c2)NC(=O)CO3)ccc1F	1.1	-14	0.7	1.1	/	-8	10	/	/
COc1ccc(O)c(-c2cc(-c3cccc(Br)c3)n[nH]2)c1	0.4	5	/	0.9	-3	61*	3	-12	6
COCCCNC(=O)Nc1ccc(F)cc1F	1.1	0	-0.35	1	-19	-7	-2	6	5
CCOCC(=O)Nc1nc2c(s1)C(=O)CC(C)(C)C2	1	0	-1.3	1	-10	-1	4	6	10
Cc1cccc(NC(=O)C2CCN(S(=O)(=O)c3cccc4nsnc34)CC2)n1	1	41	-0.054	0.6	-16	4	-8	-11	4
O=C(Nc1ccc(Br)cc1F)C1CCCO1 (stereo unspecified)	/	/	-0.053	/	/	/	5	-23	-27
COc1cc(C(=O)OC(C)CN2CCOCC2)cc(OC)c1OC (stereo unspecified)	0.7	37	1.1	0.6	-9	28	-1	10	-10
CCCc1cc(C(=O)Nc2cccc(Cl)c2)no1	0.9	66*	-0.75	0.3	/	8	-7	/	/
N#C/C(C(=O)N1CCOCC1)=C1/SC(Cc2ccccc2)C(=O)N1c1ccccc1 (stereo unspecified)	0.9	10	-0.66	0.9	7	12	0	-2	10
CCn1c(=O)c(C(=O)NCc2ccc(OC)c(OC)c2)c(O)c2ccccc21	0	40	-1.3	0.6	-20	95*	3	-59	-8
CCOC(=O)c1ccccc1NS(=O)(=O)c1ccc(S(=O)(=O)N2CCCC2)cc1	0.1	97*	0.26	0	/	91*	6	/	/
Cc1ccc(N=C2NC(=O)CS2)cc1	1	0	-0.005	1	-2	-2	3	-106	-8
O=C(Nc1cccc(-c2nnc(-c3ccccc3)o2)c1)C1CCCCC1	/	/	1.6	/	/	/	5	-29	-34
Cc1cc(Nc2ccccc2)nn1C(=O)c1ccc([N+](=O)[O-])cc1	/	/	-1.2	/	-30	/	2	15	-1
Cc1cc(Nc2ccc3c(c2)OCCO3)n2nc(C)nc2n1	1	-12	0.18	1.1	-30	-2	10	0	9
C=CCN1C(=O)S/C(=C\c2ccc(N3CCOCC3)cc2C)C1=O	0.9	13	0.76	0.9	-3	8	/	-15	-4
O=C(CSc1ccccc1)Nc1cccnc1	0.9	42	0.5	0.6	0	7	2	-117	1
COc1cc(OC)c(C2=NOC(C(=O)O)C2)cc1Cl (stereo unspecified)	1.6	-8	-0.37	1.1	-7	-63	10	-11	-1
O=S(=O)(Nc1nc2ccccc2nc1NCc1ccco1)c1ccccc1	0	-21	0.23	1.2	-11	98*	7	-21	6
CS(=O)(=O)N1CCN(c2c(Cl)cccc2[N+](=O)[O-])CC1	0.8	21	-0.61	0.8	-24	15	/	17	9
CC(C)Oc1ccc(/C(O)=C2/C(=O)C(=O)N(CCN(C)C)C2c2ccco2)cc1 (stereo unspecified)	1.2	-7	0.87	1.1	0	-22	-1	17	21
O=C(N1CCN(c2ccccc2F)CC1)C12CC3CC(CC(C3)C1)C2	0.8	24	1.3	0.8	18	24	-1	-18	12
COc1cc(C(=O)Nc2ccc3c(c2)OCO3)ccc1-n1cnnn1	0.9	-1	0.11	1	-2	6	/	-56	-4
CCSc1cc(C)nc2ncnn12	0.7	10	-0.051	0.9	-10	28	-2	-17	-22
COc1ccc(-n2c(C)c([N+](=O)[O-])c3ccc(O)c(CN(C)C)c32)cc1	0.5	18	/	0.8	-15	48	/	-16	-23
COc1cccc(C(=O)Cn2c(Br)nc3c2c(=O)n(C)c(=O)n3C)c1	1	10	-0.48	0.9	/	-1	8	/	/
Cc1ccc(C(=O)NNC2=NCCC2)cc1	1.2	-18	-1.3	1.2	-24	-24	/	5	22
CN(c1ccc(C(=O)NCCC2=CCCCC2)cc1)S(C)(=O)=O	1.1	-2	0.14	1	/	-11	0	-4	-5
CCS(=O)(=O)Nc1ccc(-c2nnc(SCC(=O)c3ccc(NC(C)=O)c(OC)c3)o2)cc1	0.9	15	/	0.9	-11	5	5	-4	9
O=C(OCCNC(=O)c1ccc2ccccc2n1)c1ccc(F)cc1	0.7	16	-0.021	0.8	-20	31	1	-24	-9
Cc1ccc(C(=O)c2cc([N+](=O)[O-])ccc2N2CCN(C)CC2)cc1	0.8	12	0.023	0.9	-17	17	/	-9	6
Cc1ccccc1CS(=O)(=O)c1cnc2ccccc2n1	2.3*	93*	-0.45	0.1	-19	-129	8	-61	8
O=C1NCN(c2ccccc2)C12CCN(c1nnnn1-c1ccccc1)CC2	0.8	58*	-0.0013	0.4	-32	20	7	-44	4
C=CCn1c(C)c(C(C)=O)c(SC)nc1=S	1	0	-0.13	1	-1	3	6	0	14
COc1ccc(C)c(Cn2c(-c3nonc3N)nc3ccccc32)c1	0.5	18	/	0.8	32	52*	7	-16	41
CCn1c(Cc2ccccc2)nnc1SCC(=O)Nc1ccc(S(N)(=O)=O)cc1	0.8	6	-0.014	0.9	/	18	2	-49	0
Cc1cc(=O)[nH]c(N2CCN(Cc3ccccc3)CC2)n1	1	-19	1.7	1.2	-6	2	12	-58	20
Cc1nc2c(-c3ccc(F)cc3)c(C)nn2c(N2CCOCC2)c1C	0.7	44	-0.59	0.6	-28	35	7	4	14
O=C(c1cn(CC(=O)N2CCCC2)c2ccccc12)C1CCCCC1	0.5	54*	0.43	0.5	-3	50*	-6	-31	-2
Cc1ccc(C(=O)O/N=C/c2c(C(F)(F)F)nn(C)c2Sc2ccc(Cl)cc2)cc1	0.2	23	-0.25	0.8	6	80*	6	12	-11
Cc1ccc(S(=O)(=O)Oc2ccc3c(c2)O/C(=C\c2cccnc2)C3=O)cc1	0.1	72*	0.3	0.3	26	91*	0	13	15
N#Cc1cc2c(nc1SCC(=O)Nc1nccs1)CCCCC2	0.5	6	-0.54	0.9	-11	54*	4	-27	-12
Cc1cc(C)c2c(n1)nn1c(NCCN3CCOCC3)cc(C)nc21	1	0	-0.037	1	/	-4	0	/	/
Cc1csc(NC(=O)C2CCCCC2C(=O)O)n1 (stereo unspecified)	1.1	-11	-1.7	1.1	-24	-11	7	-43	17
CC1CCN(C(=O)N2c3ccccc3Sc3ccccc32)CC1	1	15	-0.64	0.8	12	-1	2	-18	-11
